Assay outcomes deposited in PubChem BioAssay by several laboratories.
Hck Nef HTS: inhibitors of Nef-activated human Hck kinase, primary screen, biochemical, Z-Lyte FRET, 384-well, Hck-YEEI | Recombinant Hck-YEEI plus Nef, Z-Lyte FRET kinase assay | inhibition, % at 20 µM | actives 0.68% (n = 220,000);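 active = Hck-Nef kinase inhibition above about 50%, limit read from the data; inactive = inhibition below that limit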;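 note: 0% = DMSO with Hck plus Nef and 100% = Hck alone without Nef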
Target sequence (P08631 whole entry, looked up): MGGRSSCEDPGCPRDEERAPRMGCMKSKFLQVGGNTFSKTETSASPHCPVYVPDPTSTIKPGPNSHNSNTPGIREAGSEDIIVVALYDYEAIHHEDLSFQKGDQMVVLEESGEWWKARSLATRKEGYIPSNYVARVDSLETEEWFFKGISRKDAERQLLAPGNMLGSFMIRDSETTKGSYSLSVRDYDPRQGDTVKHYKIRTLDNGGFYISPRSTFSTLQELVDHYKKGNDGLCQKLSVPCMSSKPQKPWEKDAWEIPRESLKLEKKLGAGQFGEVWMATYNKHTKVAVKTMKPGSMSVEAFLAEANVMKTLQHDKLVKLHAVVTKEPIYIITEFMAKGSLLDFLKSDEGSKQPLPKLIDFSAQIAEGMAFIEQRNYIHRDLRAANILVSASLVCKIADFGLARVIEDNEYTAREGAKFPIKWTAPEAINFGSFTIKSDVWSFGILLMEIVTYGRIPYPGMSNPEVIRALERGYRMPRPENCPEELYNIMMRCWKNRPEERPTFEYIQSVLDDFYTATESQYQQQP
Runt-SMMHC FRET: inhibitors of RUNX1 Runt–CBFb-SMMHC binding, primary screen, biochemical, FRET, Cerulean-Runt, Venus-CBFb-SMMHC, uHTS. inhibition, % at 20 µM. Runt-related transcription factor 1 (Homo sapiens) + Core-binding factor subunit beta …. Cerulean-Runt/Venus-CBFb-SMMHC FRET ratio 530/480, 1 h. actives 0.74% (n = 220,000). AID 1434, 2008;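 active = mean inhibition across duplicate retests at 20 µM reaching about 50%, limit read from the data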;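 note: 0% = DMSO wells and 100% = wells with excess untagged CBFb-SMMHC; inhibitors lower the FRET ratio by blocking Runt binding to CBFb-SMMHC; some results filed as inactive read as strong as hits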
NPY-Y1 antag: NPY-Y1 receptor antagonists, primary screen, cell-based | Neuropeptide Y receptor type 1 (Homo sapiens), P25929 | HEK293-CNG Y1 cells, membrane potential fluorescence; NPY at EC95, then isoproterenol | inhibition, % at 3.6 µM | actives 1% (n = 200,000);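 active = inhibition above the campaign mean inhibition of all tested compounds plus 3 SD, cut at about 20% in these data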;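 note: 0% = DMSO wells given NPY plus isoproterenol and 100% = isoproterenol alone without NPY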
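material = HEK293 cells with Y1 receptor plus CNG channel | also added = NPY 25 nM then isoproterenol 1 µM plus Ro 20-1724 25 µM | schedule = dye 3 h, compound 60 min room temperature, stimulation 45 min | measured by = membrane potential fluorescence | benchmarks = high control isoproterenol alone, low control NPY with isoproterenol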
RBBP9 inhibitor: human RBBP9 inhibitors, primary screen, biochemical, fluorescence polarization, FP-Rh probe, HTS; recombinant RBBP9; inhibition, % at 7.94 µM; actives 0.2% (n = 220,000); AID 1515, 2009;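 active = inhibition above the campaign mean of all tested compounds plus 3 SD, cut at about 14% in these data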;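 note: plate controls were DMSO wells with RBBP9 for no effect and wells lacking RBBP9 protein for full effect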
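Test system: recombinant human RBBP9. Quantity: 2.5 µM RBBP9 dispensing solution, before mixing. Detection: FP readout at 525/598 nm. Reagent: Serine-hydrolase probe FP-Rh, 375 nM pre-mixing. Measure: % inhibition. Control set: DMSO-treated enzyme wells and wells lacking RBBP9. Buffer or medium: Tris-NaCl-Pluronic buffer, pH 8.0. Times: preincubation 30 min plus labeling 45 min at 25 °C.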
Runt-CBFb FRET: inhibitors of RUNX1 Runt–CBFb binding, primary screen, biochemical, FRET, Cerulean-Runt, Venus-CBFb, uHTS. inhibition, % at 20 µM. actives 0.46% (n = 220,000). AID 1496, 2009. Runt-related transcription factor 1 (Homo sapiens) + Core-binding factor subunit beta …. Cerulean-Runt/Venus-CBFb FRET ratio 530/480, 1 h;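 active = inhibition over about 50% at 20 µM in the single-dose screen, limit read from the data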;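 note: 0% = DMSO wells and 100% = excess unlabeled CBFb competitor control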
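Assay system: Cerulean-Runt domain / Medium: Tris 50 mM pH 7.5, KCl, K2SO4, 0.01% BSA / Timing: protein complex preformed 1 h, compound exposure 1 h, room temperature, dark / Measured by: FRET, excitation 422 nm, emission at 530 and 480 nm / Evaluation: loss of energy transfer signal / Control set: 5 µM unlabeled CBFb as full-inhibition high control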
NPY1 pot ag: NPY-Y1 receptor potentiators or agonists, primary screen, cell-based; activation, % at 3.6 µM; NPY-Y1 expressing cells, potentiator/agonist activation; actives 0.37% (n = 220,000); Neuropeptide Y receptor type 1 (Homo sapiens), P25929; AID 1304, 2008; in the data active = activation above about 33%, passing the limit was not always enough;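 note: cells stimulated with NPY at EC10 then isoproterenol at EC100; 0% = low agonist plus stimulus and 100% = saturating agonist plus stimulus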
MDM2 E3 inh: MDM2-luciferase reporter signal enhancers, primary screen, MDM2 E3 ligase inhibitor project, cell-based, luminescence, 1536-well; signal enhancement, % at 5 µM; actives 0.11% (n = 210,000); cell-based MDM2 ubiquitination luciferase reporter, 2 h; 0 = plate control, 100 = twice control, blank-subtracted; E3 ubiquitin-protein ligase Mdm2 (Homo sapiens), Q00987;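 active = signal enhancement of 30% or more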;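 note: luminescence tracks abundance of the self-degrading MDM2-luciferase fusion protein; higher signal means inhibition of MDM2 E3 ligase activity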
Target sequence (Q00987 whole entry, looked up, the tested form may be a part): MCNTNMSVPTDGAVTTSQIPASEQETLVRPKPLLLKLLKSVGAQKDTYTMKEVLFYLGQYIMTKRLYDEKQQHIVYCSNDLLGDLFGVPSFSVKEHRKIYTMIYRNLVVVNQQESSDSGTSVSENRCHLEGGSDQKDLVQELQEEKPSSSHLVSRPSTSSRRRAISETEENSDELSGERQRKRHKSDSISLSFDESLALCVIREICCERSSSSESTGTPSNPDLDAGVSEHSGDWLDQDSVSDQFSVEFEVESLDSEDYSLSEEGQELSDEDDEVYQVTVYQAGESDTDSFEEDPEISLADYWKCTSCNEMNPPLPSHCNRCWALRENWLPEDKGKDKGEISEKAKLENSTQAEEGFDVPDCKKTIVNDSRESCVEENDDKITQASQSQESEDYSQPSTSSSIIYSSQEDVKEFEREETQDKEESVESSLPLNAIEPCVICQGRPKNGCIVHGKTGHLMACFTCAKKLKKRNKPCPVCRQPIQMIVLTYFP
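Timing – 2 h compound exposure at 37 °C · Assay system – mammalian cells stably expressing self-ubiquitinating, self-degrading MDM2 E3–luciferase fusion · Amount – 2000 cells seeded into each well · Measure – % luminescence enhancement versus blank-corrected plate control mean · Measured by – SteadyLite luminescence, 15 min reagent step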
p97 ATPase inh: inhibitors of human p97 ATPase, primary screen, biochemical; Transitional endoplasmic reticulum ATPase (Homo sapiens), P55072; inhibition, % at 8 µM; actives 0.42% (n = 220,000); recombinant p97 ATPase, Kinase-Glo ATP luminescence, 3 h; in the data active = inhibition above about 15%;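 note: 0% = DMSO vehicle and 100% = wells lacking enzyme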
NPY-Y2 PAM-ag: NPY-Y2 potentiators or agonists, primary screen, cell-based; Neuropeptide Y receptor type 2 (Homo sapiens), P49146; cells expressing NPY-Y2, potentiator/agonist read-out; activation, % at 3.6 µM; actives 0.45% (n = 220,000); AID 1359, 2008; in the data active = activation above about 27%;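 note: cells stimulated with NPY near EC25 plus isoproterenol at EC100; 0% = vehicle plus submaximal agonist and 100% = vehicle plus saturating agonist; some results beyond the cut were filed as inactive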
The depositor's hits bear a star; . = no result given.

mol	Hck Nef HTS	Runt-SMMHC FRET	NPY-Y1 antag	RBBP9 inhibitor	Runt-CBFb FRET	NPY1 pot ag	MDM2 E3 inh	p97 ATPase inh	NPY-Y2 PAM-ag
Cc1n(N)c2ccccc2[n+]1CC(=O)c1ccccc1	24	4	1	-6	2	22	-7	3	14
CC(=O)C(Cc1cccc(F)c1)(Cc1cccc(F)c1)C(C)=O	-3	-2	6	-4	-1	0	-17	1	-10
Cc1oc(/N=C/c2ccc(O)cc2O)c(C#N)c1C	20	90*	-4	-2	78*	-9	-9	4	0
CCOc1ccc2[nH]c3c(N4CCN(c5ccccn5)CC4)ncnc3c2c1	0	-5	-2	0	-4	12	.	-3	14
O=C1CN2C(=N1)N(Cc1ccccc1)c1ccccc12	0	-2	5	-1	0	-8	0	1	21
CO[C@H]1C=CO[C@@]2(C)Oc3c(C)c(O)c4c(O)c(c(C=NN5CCN(C)CC5)c(O)c4c3C2=O)NC(=O)C(C)=CC=C[C@H](C)[C@H](O)[C@@H](C)[C@@H](O)[C@@H](C)[C@H](OC(C)=O)[C@@H]1C	3	-86	-5	0	-24	-4	.	6	10
COC(=O)c1ccc(CSc2nncn2N)cc1	4	2	2	-6	2	3	-5	5	3
CCCCN(CCCC)CCCNC(=O)C12CN(Cc3ccccc3)CC1C(c1cccc([N+](=O)[O-])c1)=NO2 (stereo unspecified)	1	-5	2	-6	1	14	-3	1	12
N/C(=N\OC(=O)Cc1ccccc1)c1cccc(Br)c1	-3	3	3	-7	-2	-6	.	-3	-7
CCOC(=O)C1C(=O)NC(N2CCOCC2)=NC1c1ccco1 (stereo unspecified)	-1	0	2	-7	-1	6	-5	1	14
Cc1sc2ncn(CC(=O)NCc3ccco3)c(=O)c2c1-c1ccc(F)cc1	28	13	-4	-8	15	6	-12	2	-2
Cc1nc2ccccc2c(=O)n1/N=C/c1cccs1	20	1	2	2	-3	6	1	6	6
CCOC(=O)Nc1ccc2c(c1)N(C(=O)CCN1CCN(CCO)CC1)c1ccccc1CC2	1	5	-2	-11	2	-11	-16	-1	0
COc1ccc(C(=O)N/N=C(\C)CC(=O)Nc2ccc(Cl)cn2)cc1	10	-2	.	-8	1	-15	-12	3	-13
CC(C)(C)n1nnnc1CN1CCN(C(c2ccccc2)c2ccccc2)CC1	8	6	4	-8	-4	-33	-2	-6	-24
Cc1cccc2c(=O)oc(-c3ccc4c(c3)C(=O)N(CC3CCCO3)C4=O)nc12 (stereo unspecified)	35	.	-2	-5	.	-11	.	3	-4
COc1ccc2nc(NC(=O)c3ccc(-n4nc(C)cc4C)cc3)sc2c1	2	-5	0	5	-3	22	-11	3	3
Cc1ccc2c(c1)Oc1ccc([N+](=O)[O-])cc1C(=O)N2	12	0	3	-8	-1	9	-4	1	13
COc1cc(NC(=O)CSc2nnc(Cn3nnc4ccccc43)n2C)cc(OC)c1	17	0	4	-1	-2	1	-1	6	-10
COc1ccc(Cl)cc1NC(=O)CSc1nnc(CNC(=O)c2ccco2)o1	-1	2	-4	0	2	11	-14	0	-4
CN1CCN(S(=O)(=O)c2cccc(C(=O)Nc3sc4c(c3C(N)=O)CCCC4)c2)CC1	6	7	-5	-8	-5	6	6	1	17
CC(C)(C)NC(=O)/C=N/O	1	-1	-2	-4	0	-25	-9	0	7
CN(C)/C=N/c1nc2nccc(-c3ccccn3)n2n1	19	-4	2	-11	-1	-3	-3	5	8
CN(C)C(=O)/C(=C\c1ccc(-c2cccc([N+](=O)[O-])c2)o1)NC(=O)c1ccccc1	-22	-2	9	-4	-6	4	-7	0	-1
Cc1ccc2cc(CN(C)C(=O)C3CCCO3)c(=O)[nH]c2c1 (stereo unspecified)	0	1	2	5	-2	-8	-9	5	-8
COc1ccc(-n2nc(N)c(C(N)=O)n2)cc1	14	4	6	0	1	14	-16	-2	6
CCOC(=O)C(=Cc1ccc(-n2ccnc2)cc1)C(=O)OCC	26	9	2	0	9	-3	4	0	-11
COc1ccc(-c2noc(CNC(=O)Nc3ccc(F)cc3)n2)cc1	11	6	4	0	-1	-10	-12	3	6
CC1=CC(C)(C)Nc2ccccc21	0	-3	4	5	0	5	0	10	-13
CSc1nc(C)cc(OCC(=O)N/N=C/c2ccccc2O)n1	15	0	-6	-9	-6	-12	7	-5	-6
CC1CCc2c(sc3nc4n(c(=O)c23)CCS4)C1 (stereo unspecified)	1	-4	-3	9	-5	20	-6	-10	1
CC(C)CNS(=O)(=O)c1ccc(S(=O)(=O)N2CCN(CCC#N)CC2)cc1	-3	2	0	-1	1	-10	-7	3	-5
COC(=O)c1nc2nc(-c3cccs3)cc(C(F)(F)F)n2n1	13	30	-4	-6	8	-5	-14	6	13
COC(=O)c1ccc(/C=C(\C#N)c2ccccn2)cc1	30	0	0	3	-2	0	-8	-1	-1
CC(C)Oc1ccc(C(=O)NCc2ccco2)cc1	0	2	-4	-1	1	9	-14	4	10
COc1ccc(C2C(=O)N(C3CCCCC3)CC(=O)N2Cc2ccc3c(c2)OCO3)cc1 (stereo unspecified)	-1	-1	-2	0	-2	1	-23	-2	-10
CC1N(O)C(c2ccc(Cl)cc2Cl)N(O)C1(C)C (stereo unspecified)	2	-3	-1	-4	.	10	-1	7	-14
COc1cccc(-n2c(CN3CCN(c4cccc(C)c4)C(C)C3)nc3ccc([N+](=O)[O-])cc3c2=O)c1 (stereo unspecified)	1	0	2	-9	0	-5	-4	-3	4
O=S(=O)(Nc1ncccn1)c1ccc(NS(=O)(=O)c2cc(Cl)ccc2Cl)cc1	26	-1	10	-2	-1	5	-6	7	2
Cc1cc(OC(=O)c2ccc(S(=O)(=O)N(C)C)cc2)cc(=O)o1	-1	0	1	1	1	-10	-18	7	-16
O=C1CC(c2ccccc2)CC(O)=C1C=NCCN1CCOCC1 (stereo unspecified)	0	1	3	-7	0	4	-7	2	-3
CC1(C)CC(=O)C/C(=N/NC(=O)CCCOc2ccc(Cl)cc2Cl)C1	1	5	2	2	.	-4	-7	2	-9
COc1cc2c(cc1OC)C(c1ccc(C)o1)CC(=O)N2 (stereo unspecified)	11	2	3	-3	3	-3	-20	0	7
O=C(c1ccco1)N1CCN(S(=O)(=O)c2ccc3c(c2)CCN3C(=O)C2CCC2)CC1	1	-2	5	0	-4	-24	-4	4	-8
COCCN(CCOC)S(=O)(=O)c1ccc(C(=O)Nc2sc3c(c2C(N)=O)CCCCC3)cc1	3	-14	2	-5	35	6	-16	3	6
C=CCn1c(SCCOc2ccc(OC)cc2)nnc1C(C)NC(=O)c1ccc(OC)cc1 (stereo unspecified)	1	-4	0	2	0	-7	-7	-2	-18
Cc1nc(-c2ccc(C(=O)Nc3cccc(Br)c3)cc2)cs1	0	-2	0	-5	-2	-48	-36	-1	16
O=C(Nc1ccc2c(c1)CCC2)c1ccc(F)cc1	5	1	3	-9	0	0	-33	0	6
O=C(CS(=O)CC(=O)N(CC(=O)NC1CCCC1)c1ccc2c(c1)OCCO2)Nc1ccc(F)cc1 (stereo unspecified)	1	-9	-2	7	-2	6	-6	4	-3
O=C(CCN1CCOCC1)NNC(=O)/C(=C/c1ccccc1)NC(=O)c1ccccc1	24	-2	1	-8	-1	0	-11	4	10
N#CC1=C(N)N(c2ccccc2C#N)C2=C(C(=O)CCC2)C1c1ccsc1 (stereo unspecified)	1	18	-3	-9	15	7	-10	1	0
CC(=O)N/C(=C\c1ccccc1Cl)C(=O)O	7	-6	-2	-6	0	5	5	-3	-3
COc1cccc(CNS(=O)(=O)c2cn(C)cn2)c1	1	0	0	-7	-1	2	-17	-3	1
Cc1ccc(/C=N/Nc2ccnc3cc(Cl)ccc23)c(C)c1	8	-21	6	3	-19	-14	0	5	1
O=C(Nc1nccs1)c1cncc(Br)c1	-18	-4	0	-8	1	15	-16	-3	-10
Cc1nc(CS(=O)(=O)c2ccccc2)cc(N2CCN(c3ccccc3F)CC2)n1	25	-1	-1	-7	0	13	-10	1	13
CN(C)C(=S)SCCn1c(N)nc(N(C)C)nc1=O	12	-2	.	1	0	6	-3	2	0
CCCCOc1ccc(C(O)C(CN2CCCCC2)c2ccccc2)cc1 (stereo unspecified)	21	4	13	-3	-2	-7	-20	1	-4
CCCOc1ccccc1N1C(=O)CC(N(O)c2ccccc2)C1=O (stereo unspecified)	22	-8	3	-9	2	6	-8	7	0
CCN(CC)CCn1c(=S)[nH]c2ccc(Br)cc2c1=O	-9	2	1	5	4	-19	-99	0	-11
CCOc1ccc(NC(=O)c2nnn(CC(=O)Nc3ccccc3OCC)c2N)cc1	0	44	1	-8	0	-32	-12	6	13
Cc1c(O)c2cccnc2[nH]c1=O	1	4	1	0	-1	-8	2	4	4
CCOC(=O)CCC(NC(=O)c1cncc(O)c1)C(=O)OCC (stereo unspecified)	2	-9	0	7	-2	10	-16	2	7
